TAAR1 ag: human TAAR1 agonism; activation, % at 3 µM; CHO RD-HGA16 TAAR1, Fluo-8 calcium fluorescence; vehicle wells 0%, saturating PEA agonist 100%; hit rate 0.99% among 360,000;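 active = activation above the mean activation of all test compounds in the run plus 3 SD, cut at about 38% in these data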
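Benchmarks: low control DMSO, high control PEA (EC100); System: CHO RD-HGA16 cells carrying human TAAR1 plus Gα16; Detection: Fluo-8 fluorescence, 5 s baseline then 140 s kinetic read; Schedule: 17-24 h plating, Fluo-8 75 min 37 °C, 30 min RT; Read-out basis: % activation from peak over basal fluorescence ratio, DMSO-to-PEA scaled.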
CHO-K1 Ca PAM: nonselective activator or artifact in parental CHO-K1 calcium assay. ATP EC20, Fluo-8 calcium fluorescence; 0% at ATP EC20, 100% at ATP max. activation, % at 3 µM. hit rate 0.02% among 360,000;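 active = activation above the run cutoff, the mean activation of all test compounds plus 3 SD, cut at about 40% in these data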;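 also: peak over basal fluorescence ratio in a 140 s read after ATP addition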
M1 ag: agonists of human M1 muscarinic receptor | CHO-K1 hM1, Fluo-8 calcium fluorescence, agonist mode; 0% DMSO, 100% acetylcholine EC100 | activation, % at 3 µM | hit rate 0.33% among 360,000 | AID 588814;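 active = activation above the run's mean compound activation plus 3 SD, cut at about 16% in these data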;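 also: peak over basal fluorescence ratio within a 140 s kinetic read after compound addition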
Target sequence (P11229 whole entry, looked up): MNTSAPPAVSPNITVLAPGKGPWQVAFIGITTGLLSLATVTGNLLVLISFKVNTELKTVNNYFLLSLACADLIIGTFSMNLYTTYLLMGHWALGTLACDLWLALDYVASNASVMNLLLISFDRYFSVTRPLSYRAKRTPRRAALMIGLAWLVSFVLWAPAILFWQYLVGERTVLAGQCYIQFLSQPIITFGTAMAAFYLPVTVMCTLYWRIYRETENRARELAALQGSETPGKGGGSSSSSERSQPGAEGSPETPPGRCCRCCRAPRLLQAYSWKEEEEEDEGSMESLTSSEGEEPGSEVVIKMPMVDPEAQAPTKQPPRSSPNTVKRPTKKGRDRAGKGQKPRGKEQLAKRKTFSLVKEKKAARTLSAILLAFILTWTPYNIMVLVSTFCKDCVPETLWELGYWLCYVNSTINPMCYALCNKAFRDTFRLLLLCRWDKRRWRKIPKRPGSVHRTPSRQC
OXTR potentiate: human OXTR potentiation; activation, % at 3 µM; P30559; CHO-OTR cells, Fluo-8 calcium fluorescence, potentiator mode; 0% = oxytocin EC15, 100% = EC100; hit rate 0.061% among 320,000;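 active = activation above that plate's cutoff, the mean activation of tested compounds plus 3 SD, cut at about 6.6% in these data, passing the limit was not always enough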;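 also: 100% uses oxytocin at 75 nM as the full agonist control; some results filed as inactive read as strong as hits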
Target sequence (P30559 whole entry, looked up): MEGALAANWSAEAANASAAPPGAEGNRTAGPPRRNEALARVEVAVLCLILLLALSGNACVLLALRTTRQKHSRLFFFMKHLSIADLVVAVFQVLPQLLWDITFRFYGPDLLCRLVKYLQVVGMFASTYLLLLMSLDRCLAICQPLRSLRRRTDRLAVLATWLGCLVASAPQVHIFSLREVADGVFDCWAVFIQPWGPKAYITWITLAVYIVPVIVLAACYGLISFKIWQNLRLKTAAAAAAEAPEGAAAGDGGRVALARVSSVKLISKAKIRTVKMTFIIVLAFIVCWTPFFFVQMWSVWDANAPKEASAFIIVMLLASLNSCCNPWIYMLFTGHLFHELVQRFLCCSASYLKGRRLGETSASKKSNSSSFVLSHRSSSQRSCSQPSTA
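Material: human OTR in CHO cells. Compound: 3.0 µM, one dose. Timing: compound 6 min at room temperature before oxytocin, 100 s read. Evaluation: % activation of max/min ratio relative to oxytocin controls. Replication: single well per compound, singlicate. Signal: Fluo-8 calcium dye fluorescence.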
M1 antag: antagonists of human M1 muscarinic receptor; P11229; CHO-K1 hM1, Fluo-8 calcium fluorescence, ACh EC80 antagonist; inhibition, % at 3 µM; hit rate 1.3% among 360,000; AID 588852;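 active = percent inhibition above its own plate's cutoff, namely the mean of that plate's compound wells plus 3 SD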;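 also: peak over basal fluorescence ratio during 140 s after agonist addition; 0% = ACh EC80 plus DMSO and 100% = DMSO alone without agonist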
CHO-K1 Ca ag: nonselective activator or artifact in parental CHO-K1 cells; Fluo-8 calcium fluorescence; scaled to maximal ATP response, vehicle zero; activation, % at 3 µM; hit rate 0.48% among 360,000; in the data active = activation above about 15%;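 also: untransfected CHO-K1 host cells lacking M1 receptor as counterscreen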
CHO-K1 Ca antag: counter-screen for M1 antagonists: effect in parental CHO-K1 cells. ATP-induced calcium, Fluo-8 fluorescence. inhibition, % at 3 µM. hit rate 0.6% among 360,000. AID 602250;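 active = inhibition above a per-plate cutoff, the plate's mean sample inhibition plus 3 SD, cut at about 24% in these data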;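 also: 0% = DMSO plus EC80 ATP and 100% = DMSO alone without ATP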
CHO parental Ca: counter-screen: ATP calcium response change in parental CHO cells. AID 463079. inhibition, % at 5.6 µM. parental CHO-K1, ATP-induced calcium, Fluo-8 fluorescence. hit rate 0.63% among 330,000;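 active = inhibition above that plate's mean sample inhibition plus 3 SD, cut at about 26% in these data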;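 also: 0% = ATP-challenged DMSO wells and 100% = DMSO wells without ATP; some compounds past the cut are filed as inactive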
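Material – parental CHO cells · Reagent – ATP stimulus · Compound – single nominal dose of 5.6 µM per compound · Detection – Fluo-8 fluorescence · Read-out basis – percent inhibition of calcium signal · Controls – ATP-challenged DMSO wells low, unchallenged DMSO wells high · Repeats – no replicates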
TAAR1 antag: antagonists of human TAAR1; inhibition, % at 3 µM; AID 624466; CHO RD-HGA16 TAAR1, Fluo-8 calcium fluorescence, antagonist; hit rate 1.5% among 360,000; Q96RJ0;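 active = inhibition above a per-plate cutoff, the mean inhibition of test compounds on that plate plus 3 SD, cut at about 49% in these data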;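 also: 0% = DMSO plus EC80 beta-PEA response and 100% = DMSO alone without agonist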
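test system = CHO RD-HGA16 cells bearing hTAAR1 | replication = singlicate | controls = DMSO-only wells and EC80 β-PEA-stimulated wells | reagent = EC80 β-phenethylamine stimulus | read-out basis = percent inhibition of PEA-evoked calcium signal, max/basal emission ratio | schedule = seeding 17-24 h prior, 75-min 37 °C, 30-min RT dye loading | signal = kinetic Fluo-8 calcium fluorescence measurement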
Starred values were filed as active, the others as inactive; nt = not tested or not shown.

SMILES | TAAR1 ag | CHO-K1 Ca PAM | M1 ag | OXTR potentiate | M1 antag | CHO-K1 Ca ag | CHO-K1 Ca antag | CHO parental Ca | TAAR1 antag
CC1CCCCC1NC(=O)C1CCCN1S(=O)(=O)c1cccc2nsnc12 (stereo not drawn) | 3 | 22 | -1 | -7 | -3 | 1.9 | -3 | -9 | -20
CCc1noc(C)c1C(=O)Nc1nc(-c2ccc(Cl)cc2Cl)c(C)s1 | 19 | 4 | -5 | -8 | -2 | 0.1 | -3 | -14 | 11
CCC(=O)c1ccc(Oc2ccc(C(=O)c3ccc(C)cc3)cc2[N+](=O)[O-])cc1 | -1 | 15 | -8 | -11 | -8 | 0.4 | 1 | -14 | 4
CCOC(=O)C1CCN(Cc2cnc(Oc3ccc(C(C)(C)C)cc3)s2)CC1 | 13 | 11 | -6 | -16 | -7 | 0.4 | -6 | -26 | 3
CCOc1ccc(N2CC(C(=O)Nc3nnc(Cc4ccc(OC)c(OC)c4)s3)CC2=O)cc1 (stereo not drawn) | -5 | 10 | -6 | 0 | 8 | -0.1 | -16 | -10 | 8
O=C1NC(=O)/C(=C/c2ccc(-c3cc(C(=O)O)ccc3Cl)o2)S1 | 5 | 18 | 2 | -4 | -18 | -0.4 | -9 | -3 | -6
COc1ccc(-n2c(CN3CCN(c4ccc(F)cc4)CC3)nc3ccc([N+](=O)[O-])cc3c2=O)c(OC)c1 | -2 | -11 | -1 | -6 | -8 | 0.3 | -16 | -14 | -34
Cc1cc2cc(C(c3nnnn3Cc3ccco3)N3CCCCC3)c(=O)[nH]c2cc1C (stereo not drawn) | 4 | 6 | -5 | -1 | -1 | 0.2 | -9 | -1 | -10
CC1=C(C(=O)N2CCCCCC2)CC(CC(=O)NCCCN(C)C)C(=O)N1Cc1ccccc1 (stereo not drawn) | 3 | 9 | -9 | nt | -8 | 0.4 | 12 | nt | -2
CCOC(=O)Nc1ccc2c(c1)nc1n2CCN(CCOC)C1 | 1 | 7 | -3 | -11 | 0 | 1.0 | -7 | 7 | -17
COc1ccc(CNC(=O)Nc2nc(C(N)c3ccccc3)cs2)cc1 (stereo not drawn) | 29 | 4 | 7 | nt | -7 | 2.5 | 9 | nt | 8
Cn1c(Oc2cccnc2CN2CCCC2)nc2cc(-c3cccc(C(F)(F)F)c3)sc2c1=O | 0 | 0 | -6 | nt | -6 | 0.0 | 6 | nt | -19
CCOC(=O)c1[nH]c(=O)[nH]c1CSc1nc(C)cc(C)n1 | 1 | 16 | -2 | -1 | -29 | -0.2 | -10 | -15 | 11
Cc1ccc2cc(CN(C(=O)c3ccco3)c3ccccc3C)c(=O)[nH]c2c1 | -2 | 9 | 1 | -24 | 0 | 1.2 | 1 | -12 | -9
C/C(CCS(=O)(=O)c1ccccc1)=N/O | 7 | 0 | -6 | -6 | -2 | -0.2 | 1 | -15 | 19
COc1ccc(C(=O)NCc2nnc(SCC(=O)Nc3cc(C)cc(C)c3)o2)cc1OC | 6 | 9 | -4 | -4 | -25 | 0.3 | -4 | -13 | -7
COc1ccc(C(=O)Nc2cc3c(cc2C#N)OCO3)cc1S(=O)(=O)N1CCN(C)CC1 | 5 | 15 | 4 | -5 | -20 | 1.1 | -6 | -9 | 9
Cc1nn(-c2ccccc2)c2c1C1(C(=O)N(C)c3ccccc31)N(c1ccccc1)C(=O)N2 (stereo not drawn) | 11 | 15 | -2 | -10 | -20 | 0.1 | -3 | -24 | 7
CN(C)CCn1c2c(c(SCC(=O)N3CCc4ccccc43)nc1=O)CCCC2 | 2 | 10 | -7 | 10 | -13 | -0.4 | -1 | -25 | -24
CCOC(=O)c1ccc(N=Cc2c(O)c3ccccc3oc2=O)cc1 | 0 | -9 | -7 | -5 | 19 | 0.9 | -12 | -15 | 0

Retrieved one by one from the list above (4):
SMILES | TAAR1 ag | CHO-K1 Ca PAM | M1 ag | OXTR potentiate | M1 antag | CHO-K1 Ca ag | CHO-K1 Ca antag | CHO parental Ca | TAAR1 antag
CCC(=O)c1ccc(Oc2ccc(C(=O)c3ccc(C)cc3)cc2[N+](=O)[O-])cc1 | -1 | 15 | -8 | -11 | -8 | 0.4 | 1 | -14 | 4
CCOc1ccc(N2CC(C(=O)Nc3nnc(Cc4ccc(OC)c(OC)c4)s3)CC2=O)cc1 (stereo not drawn) | -5 | 10 | -6 | 0 | 8 | -0.1 | -16 | -10 | 8
CCc1noc(C)c1C(=O)Nc1nc(-c2ccc(Cl)cc2Cl)c(C)s1 | 19 | 4 | -5 | -8 | -2 | 0.1 | -3 | -14 | 11
CCOC(=O)Nc1ccc2c(c1)nc1n2CCN(CCOC)C1 | 1 | 7 | -3 | -11 | 0 | 1.0 | -7 | 7 | -17

Next section
SMILES | TAAR1 ag | CHO-K1 Ca PAM | M1 ag | OXTR potentiate | M1 antag | CHO-K1 Ca ag | CHO-K1 Ca antag | CHO parental Ca | TAAR1 antag
CCc1nnc(NC(=O)c2ccc(S(=O)(=O)NCC(C)C)cc2)s1 | 3 | 9 | 0 | -3 | 1 | 0.6 | -15 | -10 | -1
CSc1nc2nc(C)cc(-c3ccccc3)n2n1 | -1 | 21 | -5 | 6 | -11 | 0.2 | -3 | -27 | -25
CC(C)NS(=O)(=O)c1ccc(OCC(=O)Nc2ccccc2F)cc1 | 2 | 10 | -2 | -1 | -5 | 2.1 | -11 | -4 | -21
CCCN(CCC)CCCNS(=O)(=O)c1ccc2c(c1)oc(=O)n2C | 3 | 19 | -7 | -3 | -12 | 1.0 | -6 | -4 | 8
Cc1cccc(/C=C2\Sc3ccc(C(=O)N4CCOCC4)cc3N(C)C2=O)c1 | 2 | 17 | -6 | -10 | -7 | 4.4 | -12 | -15 | 7
Cc1cc(C)c2c(n1)nn1c(NCCCN3CCOCC3)cc(C)nc21 | 11 | -7 | -2 | nt | 4 | -0.1 | 12 | nt | 0
Cc1ccc(S(=O)(=O)NC(=O)N(CCC#N)Cc2ccccc2)cc1 | -1 | 9 | -2 | -14 | 4 | 0.5 | -1 | 1 | 0
Cc1ccc(-c2cc(C(=O)NCc3cccnc3)no2)cc1 | 4 | -13 | -1 | 3 | 6 | 0.8 | 0 | -12 | -24
CC(C)[C@H](N)c1nnc(SCC(=O)c2ccc(Cl)cc2)o1 | 6 | -4 | -3 | -4 | 9 | 0.9 | 5 | -14 | 1
COc1cc(C(=O)N2CCC(n3c(C)nc4cc(F)ccc43)CC2)cc(OC)c1OC | 25 | -4 | -3 | -2 | -15 | 0.1 | 15 | -25 | -5
Cc1nn(CC(C)C)c(=S)[nH]c1=O | 4 | 16 | -4 | 1 | -18 | 0.6 | -9 | 4 | -15
N#Cc1c(C(F)(F)F)cc(-c2ccccc2)nc1SCCN1CCOCC1 | 25 | 17 | -4 | 6 | 4 | 3.1 | -20 | -29 | 46
O=C(Nc1cnccn1)Nc1ccc(Cl)cc1Cl | 11 | -4 | -2 | -7 | -10 | -0.3 | 14 | -14 | -24
CC(=O)OCC1OC(n2ccc3ccccc32)C(OC(C)=O)C(OC(C)=O)C1OC(C)=O (stereo not drawn) | 9 | 16 | -2 | -9 | -16 | -0.1 | -5 | -14 | 3
CCN(CC(=O)Nc1cccc(C(C)=O)c1)S(=O)(=O)c1ccc(OC)cc1 | 5 | 2 | -2 | -7 | 10 | 1.7 | -5 | -21 | 1
CC(=O)Nc1nonc1-n1nnc(C(=O)NCc2ccccc2)c1C | 15 | 20 | -6 | 3 | -8 | 0.2 | -5 | -5 | 9
O=C(NNC(=O)c1cc(-c2ccccc2)nc2ccccc12)Nc1cccc(Cl)c1 | 10 | 10 | -1 | -21 | 25* | 3.7 | 7 | -6 | 80*
COc1cc(C(=S)N2CCN(C)CC2)ccc1OCC(=O)NCc1ccccc1 | 0 | 27 | -10 | 3 | -6 | 0.5 | -17 | -18 | 1
CCN1CCN(C(=O)c2ccc(C(F)(F)F)cc2)CC1 | 7 | 1 | -2 | -6 | -18 | 0.8 | -7 | -9 | 5
Fc1ccc(NC(=S)NCc2cccs2)cc1 | 14 | -8 | -2 | -10 | 0 | 1.3 | 7 | -3 | 5

Printed as active in M1 antag (from the list above):
Compound,TAAR1 ag,M1 ag,OXTR potentiate,M1 antag
O=C(NNC(=O)c1cc(-c2ccccc2)nc2ccccc12)Nc1cccc(Cl)c1,10,-1,-21,25*

Look-ups from the entries so far:
CCc1nnc(NC(=O)c2ccc(S(=O)(=O)NCC(C)C)cc2)s1 in M1 ag shows 0
Cc1nn(CC(C)C)c(=S)[nH]c1=O in CHO parental Ca shows 4
CC(=O)OCC1OC(n2ccc3ccccc32)C(OC(C)=O)C(OC(C)=O)C1OC(C)=O (stereo not drawn) in M1 ag shows -2
Cc1ccc(-c2cc(C(=O)NCc3cccnc3)no2)cc1 in M1 antag shows 6
Cc1ccc(S(=O)(=O)NC(=O)N(CCC#N)Cc2ccccc2)cc1 in OXTR potentiate shows -14
COc1cc(C(=O)N2CCC(n3c(C)nc4cc(F)ccc43)CC2)cc(OC)c1OC in M1 antag shows -15
CCN1CCN(C(=O)c2ccc(C(F)(F)F)cc2)CC1 in TAAR1 antag shows 5

Further results
SMILES | TAAR1 ag | CHO-K1 Ca PAM | M1 ag | OXTR potentiate | M1 antag | CHO-K1 Ca ag | CHO-K1 Ca antag | CHO parental Ca | TAAR1 antag
CSC1=N/C(=C\c2c(F)cccc2Cl)C(=O)S1 | 1 | -4 | -4 | -3 | -3 | -0.7 | -1 | -6 | -11
CC(=O)Nc1cccc(NC(=O)C2CCCN2C(=O)Nc2cccc(F)c2)c1 (stereo not drawn) | 12 | -3 | 0 | -11 | 3 | -0.2 | -2 | -6 | 0
COc1ccc(S(=O)(=O)N2CCOC2CNC(=O)C(=O)NCCN2CCOCC2)cc1OC (stereo not drawn) | 5 | -18 | -1 | 0 | -19 | 0.5 | 5 | -10 | -20
CCOc1cc(NC(=O)C(C)C)c(OCC)cc1NC(=O)Nc1ccccc1 | 1 | 13 | -1 | -4 | -11 | -0.1 | -12 | -8 | -7
COC(CNC(=O)c1ccc(CS(=O)(=O)c2ccc(C)cc2)o1)OC | -1 | 9 | -3 | -7 | -10 | 0.4 | -4 | -1 | 5
